Screening data (PubChem BioAssay)
ssDAF12 agonist: S. stercoralis DAF-12 nuclear receptor activators, primary screen, cell-based, luminescence, HEK293, GRIP1 co-expression, lit1-tk-luc | AID 652126, 2013 | activation, % at 6.8 µM | HEK293 ssDAF-12/GRIP1 lit1-tk-luc reporter; % of 3 µM dafachronic acid response | Nuclear hormone receptor DAF-12 (Strongyloides stercoralis) | actives 1% (n = 370,000);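 active = activation above the mean over all tested compounds plus 3 SD, cut at about 0.9% in these data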;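 also: 0% = DMSO-only wells and 100% = 3 µM delta7-dafachronic acid wells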
sPLA2-III inh: human group III sPLA2 inhibitors, primary screen, biochemical, QFRET, BODIPY PC-A2 liposome substrate | QFRET BODIPY PC-A2 liposome hydrolysis, fluorescence | inhibition, % at 12.2 µM | actives 0.56% (n = 370,000) | AID 743126, 2013;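 active = inhibition above mean plus 3 SD of compounds lying within the high and low control bounds, cut at about 19% in these data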;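 also: 0% = median of test compound wells and 100% = no enzyme DMSO wells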
DAX1 inh-1: DAX1 (NR0B1) inhibitors on StAR promoter, primary screen, cell-based, luminescence, SF-1 (NR5A1), full-length DAX-1 | inhibition, % at 6.8 µM | AID 652010, 2013 | actives 1.1% (n = 370,000) | HEK293T StAR-luciferase reporter, SF-1/DAX-1 repression relief;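 active = inhibition above the mean over all tested compounds plus 3 SD, cut at about 3.6% in these data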;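 also: 0% = DAX-1 cells with DMSO and 100% = cells lacking DAX-1 with DMSO; higher inhibition means more luminescence from relief of DAX-1 repression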
FXN GAA850 act: FXN promoter activators, primary screen, cell-based, luciferase luminescence, HEK293 lucGAA850; HEK293 lucGAA850 FXN promoter luciferase reporter, 24 h; percent of 10 µM SAHA response; activation, % at 6 µM; actives 0.56% (n = 360,000);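 active = activation above the average of all compounds screened plus 3 SD, cutoff fixed separately per campaign, cut at about 7.5% in these data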;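 also: 0% = DMSO wells and 100% = 10 µM SAHA wells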
hgDAF-12 ag: H. glycines DAF-12 receptor agonists, primary screen, cell-based, luminescence, HEK293, GAL4 fusion, UAS-luciferase; HEK293 GAL4-hgDAF12 UAS-luciferase reporter, agonist luminescence; normalized to butyrate control; activation, % at 6.8 µM; Nuclear hormone receptor DAF-12 (Heterodera glycines), GAL4 fusion; AID 687014, 2013; actives 1.8% (n = 370,000);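 active = activation above a cutoff set at the mean of all screened compounds plus 3 SD, cut at about 10% in these data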;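 also: 0% = DMSO wells and 100% = sodium butyrate wells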
DAX1 inh-2: DAX1 (NR0B1) inhibitors, primary screen, cell-based, HEK293, Gal4-DAX1, luciferase luminescence; Nuclear receptor subfamily 0 group B member 1 (Homo sapiens), P51843; HEK293 Gal4-DAX1 luciferase reporter; inhibition, % at 6.75 µM; actives 0.99% (n = 340,000); AID 504766, 2011;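 active = inhibition above the mean over all tested compounds plus 3 SD, cut at about 4.2% in these data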;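 also: 0% = DAX1-transfected cells with DMSO and 100% = empty-vector control cells with DMSO; inhibition shows as a rise in luminescence from relieved DAX1 repression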
Target sequence (P51843 207-470 limits assumed): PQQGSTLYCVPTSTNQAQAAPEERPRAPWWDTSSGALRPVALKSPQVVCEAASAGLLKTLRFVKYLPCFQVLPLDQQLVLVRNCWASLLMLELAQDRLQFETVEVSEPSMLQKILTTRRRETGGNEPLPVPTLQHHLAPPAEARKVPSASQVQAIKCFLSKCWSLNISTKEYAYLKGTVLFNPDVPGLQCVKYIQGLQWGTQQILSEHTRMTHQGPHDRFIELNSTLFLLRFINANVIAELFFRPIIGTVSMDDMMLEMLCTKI
hcDAF-12 act: H. contortus DAF-12 nuclear receptor activators, primary screen, cell-based, luminescence, HEK293, lit1-tk-luc reporter; HEK293 hcDAF-12 lit1-tk-luc reporter; 0% DMSO, 100% Δ7-dafachronic acid; activation, % at 6.8 µM; actives 1.4% (n = 370,000); AID 652067, 2013;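 active = activation above the mean of all tested compounds plus 3 SD, cut at about 5.5% in these data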;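 also: 100% = response to 3 µM Δ7-dafachronic acid high control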
SMARCA2 act: SMARCA2 (BRM) function activators, primary screen, cell-based, luminescence, high throughput; AID 652017, 2013; MG213 cells, MMTV-luciferase reporter, dexamethasone, overnight; actives 1% (n = 370,000); activation, % at 9.1 µM; in the data active = activation above about 7.8%;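 also: 0% = vehicle wells and 100% = reference activator wells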
NPR2 activator: human GC-B receptor activators, primary screen, HEK293 GC-B cells, cGMP TR-FRET, EC30 CNP | Atrial natriuretic peptide receptor 2 (Homo sapiens), P20594 | 0% at EC30 CNP, 100% saturating CNP | activation, % at 10 µM | actives 0.11% (n = 370,000) | AID 1920062, 2024;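 active = activation at 10 µM reaching about 35% in either raw or pattern-adjusted values, limit read from the data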
NPR1 activator: GC-A stimulated cGMP production enhancers – HEK293 GC-A cells, cGMP TR-FRET, EC30 ANP, primary screen. activation, % at 10 µM. Atrial natriuretic peptide receptor 1 (Homo sapiens), P16066. actives 0.14% (n = 370,000). AID 1671463, 2021. 0% at EC30 ANP, 100% saturating ANP; in the data active = activation above about 40%
proKLK7 act: proKLK7 zymogen activators, primary screen, biochemical, fluorescence intensity | Kallikrein-7 (Homo sapiens), P49862 | purified proKLK7, EDANS-DABCYL substrate fluorescence; 100% is mature enzyme control, 0% vehicle | activation, % at 7 µM | actives 0.9% (n = 370,000) | AID 652039, 2013;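 active = activation above the mean of all tested compounds plus 3 SD, computed per campaign excluding outliers beyond control limits, cut at about 13% in these data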
Target sequence (P49862 whole entry, looked up): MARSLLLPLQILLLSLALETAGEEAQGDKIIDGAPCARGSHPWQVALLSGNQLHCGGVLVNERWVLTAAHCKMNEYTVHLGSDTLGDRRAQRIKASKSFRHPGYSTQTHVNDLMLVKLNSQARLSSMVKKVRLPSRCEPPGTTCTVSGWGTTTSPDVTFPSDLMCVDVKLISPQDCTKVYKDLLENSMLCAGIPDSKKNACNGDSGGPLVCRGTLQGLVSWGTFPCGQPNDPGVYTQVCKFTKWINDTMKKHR
Active calls of the source: *; nt = no result given. Some of the compounds tested; the hit share may differ from the screen's.

A first look:
1	O=C1NC(=O)C2(CCCc3ccc(N(CCCl)CCCl)cc32)N1 (configuration not stated)
2	CC1CN(c2ccc([N+](=O)[O-])c3cccnc23)CC(C)N1 (configuration not stated)
3	CCCC(=O)NC(Oc1ccccc1Cl)C(Cl)(Cl)Cl (configuration not stated)
4	CCOC(=O)C1(CCc2ccccc2)CCN(Cc2csc(C(C)=O)c2)CC1

Compound | 1 | 2 | 3 | 4
ssDAF12 agonist | -0.5 | -0.5 | -1.2 | -1.8
sPLA2-III inh | 2 | 7 | 7 | -12
DAX1 inh-1 | -1.8 | 0.2 | -0.7 | -1.2
FXN GAA850 act | -1.8 | 9.6* | -0.4 | 0.0
hgDAF-12 ag | 5.9 | -1.1 | -2.4 | -0.8
DAX1 inh-2 | -0.9 | 0.4 | 1.3 | -1.0
hcDAF-12 act | 0.6 | 1.8 | -2.1 | -1.4
SMARCA2 act | -2 | 0 | 4 | -5
NPR2 activator | 1 | 8 | nt | 2
NPR1 activator | -2 | -1 | nt | -7
proKLK7 act | -0.1 | 0.2 | 0.3 | -0.4

Results (from the top)
1	O=C1NC(=O)C2(CCCc3ccc(N(CCCl)CCCl)cc32)N1 (configuration not stated)
2	CC1CN(c2ccc([N+](=O)[O-])c3cccnc23)CC(C)N1 (configuration not stated)
3	CCCC(=O)NC(Oc1ccccc1Cl)C(Cl)(Cl)Cl (configuration not stated)
4	CCOC(=O)C1(CCc2ccccc2)CCN(Cc2csc(C(C)=O)c2)CC1
5	CNP(=O)(Oc1ccccc1)OC12CC3CC(CC(C3)C1)C2 (configuration not stated)
6	COC(=O)C1=C(c2cccc(OCc3ccccc3)c2)C[C@@H]2CC[C@H]1N2C(=O)NCc1cccc(OC)c1
7	COc1ccc(CNCCc2c[nH]c3ccccc23)cc1OC
8	Cc1cccc(NC(=S)N2CC3CC(C2)c2cccc(=O)n2C3)c1C (configuration not stated)

Compound | 1 | 2 | 3 | 4 | 5 | 6 | 7 | 8
ssDAF12 agonist | -0.5 | -0.5 | -1.2 | -1.8 | -1.1 | -1.8 | 1.6* | -0.8
sPLA2-III inh | 2 | 7 | 7 | -12 | 1 | -21 | -5 | 2
DAX1 inh-1 | -1.8 | 0.2 | -0.7 | -1.2 | -0.3 | -0.8 | 0.1 | -0.2
FXN GAA850 act | -1.8 | 9.6* | -0.4 | 0.0 | 0.1 | -7.2 | 0.2 | 1.1
hgDAF-12 ag | 5.9 | -1.1 | -2.4 | -0.8 | -0.4 | -4.0 | -1.2 | 0.4
DAX1 inh-2 | -0.9 | 0.4 | 1.3 | -1.0 | 0.3 | -2.8 | -0.8 | 0.3
hcDAF-12 act | 0.6 | 1.8 | -2.1 | -1.4 | 1.6 | -2.7 | -0.1 | -0.1
SMARCA2 act | -2 | 0 | 4 | -5 | -3 | -1 | -2 | 5
NPR2 activator | 1 | 8 | nt | 2 | -1 | 6 | -6 | 4
NPR1 activator | -2 | -1 | nt | -7 | -4 | -3 | -13 | -3
proKLK7 act | -0.1 | 0.2 | 0.3 | -0.4 | 0.1 | -0.2 | -0.2 | 0.1

Look-ups from above:
entry 6 – SMARCA2 act: -1
entry 8 – SMARCA2 act: 5
entry 3 – ssDAF12 agonist: -1.2
entry 7 – SMARCA2 act: -2
entry 1 – FXN GAA850 act: -1.8

Further entries
9	CCn1c(C)c(C(=O)O)c2cc(OC)ccc21
10	O=C1NCN(c2ccccc2)C12CCN(C(CCc1ccccc1)c1nnnn1Cc1ccccc1)CC2 (configuration not stated)
11	CC(=NCc1cccnc1)c1c(O)n(Cc2ccccc2)c(=O)[nH]c1=O
12	C1=NCCCN2CCCCC12 (configuration not stated)
13	CCC(=NCc1ccco1)c1c(O)n(-c2ccccc2C)c(=O)[nH]c1=O
14	COc1cc(N2CCOCC2)ccc1/C=C1\C(=O)NC(=O)N(Cc2cccs2)C1=O
15	CCC(=O)CC(c1ccc([N+](=O)[O-])cc1)c1c(O)c2ccccc2oc1=O (configuration not stated)
16	C[C@H]1CNCCN1c1ccc(N2CC[C@@H](O)C2)c(C#N)c1

Compound | 9 | 10 | 11 | 12 | 13 | 14 | 15 | 16
ssDAF12 agonist | -0.8 | -1.0 | -1.1 | -0.7 | -1.8 | -0.5 | -0.9 | 0.1
sPLA2-III inh | 16 | 7 | -4 | -1 | -2 | -4 | -6 | 10
DAX1 inh-1 | 0.3 | -0.7 | -0.1 | -0.1 | -0.1 | 0.3 | -0.8 | -0.3
FXN GAA850 act | 0.7 | nt | -0.3 | 1.6 | -0.4 | -2.7 | 1.2 | nt
hgDAF-12 ag | 2.2 | -2.0 | -0.5 | -2.4 | -0.3 | -0.4 | -2.7 | -1.2
DAX1 inh-2 | 0.9 | nt | 0.9 | -0.5 | 1.0 | 1.2 | -1.0 | nt
hcDAF-12 act | -0.2 | -1.7 | -0.9 | -1.6 | -0.5 | 0.5 | -0.9 | -2.0
SMARCA2 act | 1 | -5 | -1 | 0 | -1 | -1 | -4 | -3
NPR2 activator | 4 | -2 | 2 | 5 | 22 | 9 | 0 | 4
NPR1 activator | 2 | -15 | 0 | -2 | 13 | 14 | 4 | -3
proKLK7 act | -0.7 | 1.2 | 0.6 | 0.1 | -0.2 | -0.5 | -0.2 | 1.5

17	Cc1ccc(Cl)cc1N1CCN(CCN)CC1
18	COc1ccc(C(=O)C2CCCN(Cc3cnc(C)s3)C2)cc1OC (configuration not stated)
19	CC(C)(C)Cc1nnc(NC(=O)COc2ccc(Cl)cc2Cl)o1
20	COC(/C(C)=C/C=C/C(C)=C/c1coc(C)n1)C(C)C1CC(O)C2(C)OC2C=CC(C)C2CC(CC(=O)O2)CC2OC2C(=O)O1 (configuration not stated)
21	C=C(C)c1cccc(C(C)(C)NC(=O)NC2CN3CCC2CC3)c1 (configuration not stated)
22	Cc1c(N=Nc2c(O)[nH]c(=S)[nH]c2=O)c(=O)n(-c2ccccc2)n1C
23	CCC(C)C(NC(=O)CCCNC(=O)CCC(=O)OC1O[C@H]2OC3(C)CC[C@H]4[C@H](C)CCC(C1C)C24OO3)C(=O)O (some centres not stated)
24	CC(C(=O)Nc1ccc(Br)cc1C(=O)c1ccccc1)N1CCOCC1 (configuration not stated)

Compound | 17 | 18 | 19 | 20 | 21 | 22 | 23 | 24
ssDAF12 agonist | -1.0 | -1.0 | -1.7 | -1.0 | -1.8 | -0.8 | -1.7 | -1.6
sPLA2-III inh | 0 | 0 | 6 | -19 | -39 | -1 | -2 | 1
DAX1 inh-1 | 0.1 | -0.7 | nt | -0.1 | 0.0 | -0.8 | -1.4 | -1.0
FXN GAA850 act | 0.1 | 0.8 | nt | -3.0 | -1.4 | -0.7 | -6.8 | 0.6
hgDAF-12 ag | 0.6 | -0.5 | -1.6 | 2.5 | 0.1 | 1.8 | -11 | -2.7
DAX1 inh-2 | 0.3 | 0.3 | nt | -1.9 | -0.6 | 0.5 | -2.8 | 0.1
hcDAF-12 act | -1.6 | 1.1 | -0.2 | 1.0 | -2.2 | 0.5 | -1.5 | 0.2
SMARCA2 act | -2 | 1 | nt | -2 | -2 | -1 | -3 | 0
NPR2 activator | -10 | -2 | -5 | -2 | 2 | -4 | -3 | -4
NPR1 activator | -19 | -2 | 1 | -2 | -3 | -4 | -2 | -5
proKLK7 act | -1.3 | 0.3 | nt | -0.1 | 0.2 | -0.3 | 0.2 | -0.6

25	CN1C(=O)C(C2c3ccccc3C(=O)N2Cc2ccc([N+](=O)[O-])cc2)C(=O)N(C)C1=O (configuration not stated)
26	Cc1cc(C)cc(N2C(=O)NC(=O)/C(=C\c3cccn3-c3ccc(Cl)cc3)C2=O)c1
27	CCOC(=O)c1c(-c2ccc(OC)cc2)oc2ccc(OC(=O)N(C)C)cc12
28	Cc1[nH]c2ccccc2c1C(=O)CN1CC=C(c2ccccc2)CC1
29	COc1cccc(OC)c1C(=O)Nc1nc(N)n(-c2ccccc2)n1

Compound | 25 | 26 | 27 | 28 | 29
ssDAF12 agonist | -1.0 | -1.0 | -0.8 | -1.4 | -1.5
sPLA2-III inh | 4 | -1 | -1 | -5 | -3
DAX1 inh-1 | 0.5 | 0.1 | -1.1 | 0.0 | 0.4
FXN GAA850 act | -1.4 | -0.5 | -0.9 | 1.7 | 5.5
hgDAF-12 ag | -2.9 | 1.1 | -2.4 | 1.5 | 1.8
DAX1 inh-2 | 1.3 | 0.1 | 1.8 | 1.0 | 0.0
hcDAF-12 act | -1.1 | -0.4 | 0.2 | 1.8 | -0.2
SMARCA2 act | -2 | 2 | -4 | -3 | -1
NPR2 activator | 6 | 9 | nt | 2 | 0
NPR1 activator | -3 | 7 | nt | 0 | 0
proKLK7 act | 0.4 | -0.1 | -29 | -0.1 | -0.4
